GSH fluor: GSH bead compound fluorescence profile; 0.25% of 190,000 active; GSH beads flow cytometry, compound fluorescence 488/530 nm; active compounds read high; fluorescence (KMESF) at 10 µM; in the data active = fluorescence above about 89;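 note: glutathione beads carrying GST-tagged Bcl family fusion proteins plus one bare bead set; values are compound well signal with DMSO vehicle wells as background; inactives centre near 16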
Avidin bead fluor: compound fluoresces at 488/530 nm on avidin beads; fluorescence (KMESF) at 10 µM; compound fluorescence 488/530 nm, flow cytometry; active compounds read high; 0.38% of 220,000 active; AID 1775; in the data active = fluorescence above about 47; note: inactives centre near 10
Bfl-1 Bim block: human Bim-Bfl-1 interaction inhibition; Bead-based flow cytometry, Bim-Bfl-1 binding inhibition; 0.12% of 190,000 active; Q16548; inhibition, % at 10 µM;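 note: 0% = wells without compound plus tracer and 100% = blocker peptide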
ABCG2 inh: inhibitors of human ABCG2 transporter, ABCB1 counter-screen; Q9UNQ0; 0.1% of 190,000 active; IgMXP3 cells, JC-1 efflux, flow cytometry; AID 1325; inhibition, % at 6.6 µM;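 active = inhibition above 80%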;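 note: 0% = DMSO and 100% = nicardipine control wells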
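Incubation: cells with compound and JC-1, 10 min at 25 °C, rotating, no wash / Test system: IgMXP3 (ABCG2) plus far-red-tagged CCRF-Adr (ABCB1) cells / Compound dosing: one concentration, 6.6 µM final / Also added: JC-1 fluorescent substrate / Evaluation: efflux inhibition in percent versus controls / Detection: flow cytometry, 530 nm JC-1 signal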
RGS7-Gao: modulates binding of RGS7 to human Galphao; P09471; Multiplexed bead flow cytometry; actives lie on both sides; binding response (% of control), % at 10 µM; 0.35% of 220,000 active; AID 1439; in the data active = binding response below about 49% or above about 150%; inconclusive = no clear call, values can overlap the other calls; inactive = in between;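 note: fluorescent Galphao held in activated GDP-AlF4 state binding bead-coupled RGS7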
Target sequence (P09471 whole entry, looked up): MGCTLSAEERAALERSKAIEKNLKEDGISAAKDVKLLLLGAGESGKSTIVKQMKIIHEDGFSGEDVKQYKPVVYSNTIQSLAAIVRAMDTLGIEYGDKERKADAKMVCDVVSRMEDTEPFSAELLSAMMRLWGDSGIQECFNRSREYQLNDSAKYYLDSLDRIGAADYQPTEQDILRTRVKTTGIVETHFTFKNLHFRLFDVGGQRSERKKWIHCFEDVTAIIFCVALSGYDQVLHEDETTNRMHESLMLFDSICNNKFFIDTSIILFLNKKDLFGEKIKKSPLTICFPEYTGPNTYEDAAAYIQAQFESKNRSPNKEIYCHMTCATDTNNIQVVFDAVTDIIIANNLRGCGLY
ABCB1 inh: blocks JC-1 efflux by human ABCB1 transporter | CCRF-Adr cells, flow cytometry | 0.067% of 190,000 active | P08183 | inhibition, % at 6.6 µM; in the data active = inhibition above about 40%;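 note: 0% = vehicle and 100% = reference inhibitor; higher value means more JC-1 retained so stronger ABCB1 efflux block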
RGS4-Gao reg: modulates binding of RGS4 to human Galphao; Multiplexed bead flow cytometry; actives lie on both sides; binding response (% of control), % at 10 µM; 0.33% of 220,000 active; AID 1415; in the data active = binding response below about 49% or above about 150%; inactive = in between;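 note: fluorescent Galphao activated with aluminum fluoride binding bead-coupled RGS4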
Bim-Bcl-2: human Bim-Bcl-2 interaction inhibition. inhibition, % at 10 µM. Bead-based flow cytometry, Bim peptide-Bcl-2 binding. P10415. 0.06% of 190,000 active. AID 950; in the data active = inhibition above about 40%; inconclusive = no clear call, values can overlap the other calls;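 note: 0% = no compound wells with probe peptide and 100% = reference peptide inhibitor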
Target sequence (P10415 whole entry, looked up): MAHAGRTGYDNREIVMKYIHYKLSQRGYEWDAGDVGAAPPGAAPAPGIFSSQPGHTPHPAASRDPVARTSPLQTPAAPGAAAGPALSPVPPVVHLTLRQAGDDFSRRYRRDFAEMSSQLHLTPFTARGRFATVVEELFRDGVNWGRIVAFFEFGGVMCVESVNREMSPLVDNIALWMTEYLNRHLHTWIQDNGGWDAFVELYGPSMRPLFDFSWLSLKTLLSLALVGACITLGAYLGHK
Bcl-XL Bim block: human Bim-Bcl-XL interaction inhibition; 0.04% of 190,000 active; Bim peptide-Bcl-XL binding, bead flow cytometry, fluorescence; inhibition, % at 10 µM
Bim-Bcl-B: inhibitors of Bim-Bcl-B interaction, human. bead-based flow cytometry, Bim peptide-Bcl-B binding. inhibition, % at 10 µM. 0.073% of 190,000 active;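 note: 0% = tracer peptide without compound and 100% = reference inhibitor peptide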
Target sequence (Q9HD36 whole entry, looked up): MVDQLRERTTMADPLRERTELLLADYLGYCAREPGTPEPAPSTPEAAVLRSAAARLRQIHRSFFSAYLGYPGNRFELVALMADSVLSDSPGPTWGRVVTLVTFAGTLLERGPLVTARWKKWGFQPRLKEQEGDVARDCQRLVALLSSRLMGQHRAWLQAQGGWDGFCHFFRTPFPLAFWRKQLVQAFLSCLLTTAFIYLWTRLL
Bim-Bcl-W: disrupts Bim peptide binding to human Bcl-W; bead-based flow cytometry; inhibition, % at 10 µM; AID 952; 0.02% of 190,000 active;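 note: 0% = bound tracer without compound and 100% = peptide blocker; higher means less fluorescent Bim peptide bound to Bcl-W beads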
Target sequence (Q92843 whole entry, looked up): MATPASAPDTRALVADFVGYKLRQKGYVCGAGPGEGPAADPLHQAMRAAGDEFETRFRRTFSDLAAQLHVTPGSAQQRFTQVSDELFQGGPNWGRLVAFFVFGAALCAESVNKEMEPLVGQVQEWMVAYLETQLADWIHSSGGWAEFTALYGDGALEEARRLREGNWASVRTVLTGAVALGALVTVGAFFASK
Starred values were filed as active, the others as inactive; u = inconclusive. Cut-off read from the data, not from the text of the source, unless noted: active = inhibition above about 40%.

SMILES	GSH fluor	Avidin bead fluor	Bfl-1 Bim block	ABCG2 inh	RGS7-Gao	ABCB1 inh	RGS4-Gao reg	Bim-Bcl-2	Bcl-XL Bim block	Bim-Bcl-B	Bim-Bcl-W
Cc1ccccc1-c1nc(CN2CCC(C(=O)NCCCN3CCCC3)CC2)c(C)o1	14	36	-2.0	1.7	98.9	0.5	101.3	0.0	-2.0	-2.0	-3.0
CCc1nnc(NC(=O)c2ccc(N3C(=O)CCC3=O)cc2)s1	20	8	-9.0	-4.4	102.2	-2.6	102.7	-3.0	-1.0	-3.0	0.0
O=C(NCC(c1ccc(F)cc1)N1CCOCC1)c1cc(F)c(F)c(F)c1F (stereo not given)	16	10	-6.0	7.8	u	1.0	105.1	-4.0	-1.0	-5.0	0.0
COCCn1c(C)cc(C(=O)CSc2nnc(-c3cccnc3)n2-c2ccccc2F)c1C	21	28	-3.0	9.9	102.1	1.0	103.2	-6.0	-3.0	-1.0	-7.0
O=C(Oc1ccccc1)c1ccc(COC(=O)c2cnccn2)cc1	20	9	0.0	0.5	105.6	0.0	107.1	-2.0	2.0	1.0	0.0
N#Cc1c2c(c(=S)n(-c3ccccc3)c1N)CCCC2	15	17	12.0	-0.4	97.5	-0.2	101.7	0.0	0.0	-15.0	5.0
CC1CC2=C(C(=O)O1)C(c1ccc(Cl)cc1)Nc1ccccc1N2 (stereo not given)	16	19	-14.0	15.5	102.5	0.6	97.5	-29.0	-5.0	-8.0	-3.0
COCc1cc(N2CCOCC2)nc(SCc2ccc(Cl)cc2)n1	14	12	-5.0	1.1	104.6	0.0	108.1	-4.0	-5.0	-2.0	-3.0
Cc1ccc(C(=O)CSc2nnc(-c3ccccc3N)n2C)cc1	24	14	2.0	-0.5	99.3	-0.2	101.5	-7.0	-4.0	-4.0	0.0
Cc1cc(=O)oc(C)c1C(=O)Nc1cccc2nonc12	24	12	-19.0	6.6	101.2	1.0	99.6	-10.0	-8.0	-7.0	-4.0
O=C(NCc1ccco1)C12CC3CC(CC(C3)C1)C2	27	5	2.0	5.6	99.3	2.2	98.2	2.0	-3.0	-3.0	0.0
Cc1nn(Cc2ccccc2)c(C)c1NC(=O)CSc1nc(C2CC2)nc2c1cnn2-c1ccccc1	30	2	0.0	4.5	87.1	1.5	79.0	8.0	-2.0	2.0	0.0
Cc1noc(C)c1S(=O)(=O)N1CCCCC1	27	12	-17.0	1.4	102.3	0.3	103.0	-9.0	-6.0	-8.0	-1.0
COc1cc(Nc2ccccc2Cl)c([N+](=O)[O-])nc1[N+](=O)[O-]	23	11	-11.0	12.4	103.0	1.1	100.7	-6.0	0.0	-9.0	0.0
COc1ccccc1C1/C(=C(/O)c2ccccc2)C(=O)C(=O)N1CC(C)O (stereo not given)	23	26	-7.0	32.3	101.5	1.1	103.5	-16.0	-11.0	-9.0	-10.0
O=[N+]([O-])c1ccc(Sc2nnnn2-c2ccccc2)c(Cl)c1	9	17	5.0	-3.4	93.5	-0.8	89.4	4.0	4.0	1.0	15.0
Cc1ccc(N=C2SCCCN2C(=O)c2ccco2)cc1Cl	5	8	-14.0	2.2	104.0	0.5	103.7	-6.0	-1.0	-4.0	0.0
Cc1sc2nc(SCc3nc(-c4cccs4)no3)n(-c3ccccc3)c(=O)c2c1C	5	7	-10.0	1.2	100.7	0.3	98.8	-4.0	-3.0	-1.0	0.0
O=C(O)C1CC=CCC1C(=O)Nc1cccc(Cl)c1 (stereo not given)	277*	7	-13.0	0.5	102.3	0.1	102.3	-3.0	-18.0	-6.0	-1.0
Cn1cc(Cl)c(-c2n[nH]c(=S)n2C2CCCCC2)n1	21	3	10.0	-6.8	109.5	-1.7	102.5	0.0	1.0	-14.0	1.0
COc1cc(NC(c2ccccc2)c2ccccc2)cc(OC)c1OC	13	10	-2.0	5.0	101.7	1.1	101.5	0.0	4.0	-1.0	0.0
CCCc1cc(=O)[nH]c(SCC(=O)N(Cc2ccccc2)C(C)C)n1	24	4	-9.0	0.5	98.7	0.1	96.0	-2.0	2.0	-4.0	1.0
CCN1CCCC1CN(Cc1cc2cc(C)ccc2[nH]c1=O)C(=O)Nc1ccccc1OC (stereo not given)	24	14	-2.0	0.8	104.3	0.8	112.4	-3.0	-1.0	-4.0	-3.0
COc1ccccc1NC(=O)C1CC(=O)N(c2ccc(F)cc2)C1 (stereo not given)	16	7	-10.0	3.8	101.8	0.7	99.8	-7.0	-4.0	-5.0	-2.0
CC(=O)c1cccc(NC(=S)NC(=O)c2cccc(Cl)c2)c1	16	12	-13.0	3.2	99.1	0.1	103.4	-5.0	-8.0	-9.0	-4.0
Cc1ccc(C(=O)n2nnc3ccccc32)cc1[N+](=O)[O-]	23	13	20.0	-6.5	107.0	0.1	109.7	8.0	-2.0	4.0	5.0
COc1ccc(NC(=S)N2CCOCC2)c(OC)c1	6	14	3.0	14.4	105.0	1.9	99.8	3.0	-3.0	-6.0	0.0
CCCCc1c(O)nc2sccn2c1=O	9	15	-2.0	0.1	100.3	0.0	105.6	-1.0	-2.0	-4.0	-3.0
O=C(CN1CCCCCCC1)Nc1ccc(Cl)cc1Cl	24	24	-1.0	3.0	98.9	0.6	103.9	2.0	-1.0	-4.0	0.0
OC(CNCc1ccc(F)cc1)(c1ccccc1)c1ccc(F)cc1 (stereo not given)	53	7	-10.0	5.7	102.0	1.7	100.9	-1.0	1.0	-2.0	5.0
CCN(CC)CCCNC(=O)c1cc(-c2ccc(Cl)c(Cl)c2)on1	17	10	-4.0	10.7	99.5	1.4	102.9	-2.0	-2.0	-4.0	-1.0
CC(C)CCNC(=O)C1CCN(S(=O)(=O)c2ccc3c(c2)CCC(=O)N3)CC1	13	8	-12.0	2.6	104.2	0.2	107.5	-7.0	-5.0	-6.0	-3.0
O=C(Nc1ccccc1-c1nc2ccccc2[nH]1)c1sc2ccccc2c1Cl	2	12	24.0	-4.6	106.6	-0.1	115.2	31.0	5.0	39.0	9.0
CCN(Cc1ccccc1)C(=O)c1c[nH]c2ccc(S(=O)(=O)N(C)CCC#N)cc2c1=O	22	11	-4.0	0.4	99.3	0.5	102.1	-4.0	-6.0	-7.0	-2.0
Cc1ccccc1-c1nnc(SCc2ccc(F)cc2)o1	26	13	-13.0	-1.2	96.8	0.2	100.4	-12.0	-18.0	-7.0	-1.0
Cc1ccc(NC(=O)c2ccc(Oc3ncccn3)cc2)cc1	17	9	-5.0	3.5	u	0.2	100.7	-2.0	-1.0	-3.0	-1.0
CC(NC(=O)C(C)(C)C)c1nc2ccccc2n1C (stereo not given)	29	5	-9.0	-0.8	78.1	-0.1	83.9	-6.0	-3.0	-7.0	-3.0
N#C/C(=C\c1ccc(N2CCOCC2)cc1)c1ccccc1	11	14	-10.0	13.6	99.9	1.0	99.2	-7.0	-4.0	-5.0	-1.0
Cc1cccc(OCC(O)CN2CC3(C)CC2CC(C)(C)C3)c1 (stereo not given)	9	4	1.0	8.4	97.7	6.5	101.2	1.0	-5.0	-3.0	-2.0
Cc1cc(C)n2nc(-c3cnn(C)c3C(F)(F)F)cc2n1	15	32	-6.0	1.5	109.3	0.1	107.5	-3.0	-1.0	-5.0	1.0
N#C/C(=N\Nc1ccc(S(=O)(=O)N2CCc3ccccc32)cc1)C(N)=S	12	10	-1.0	-0.8	u	-0.8	96.5	-2.0	0.0	-1.0	-1.0
COc1ccc(CCNC(=O)COC(=O)C23CC4CC(CC(Br)(C4)C2)C3)cc1	7	8	-1.0	24.4	86.8	2.5	90.9	-3.0	-8.0	-9.0	-2.0
CC(C)Nc1ncnc2c1nnn2Cc1ccccc1	36	15	-18.0	0.8	101.6	-1.1	102.2	-7.0	-7.0	-9.0	0.0
c1ccc(Cc2nnc3sc(-c4cccnc4)nn23)cc1	11	8	1.0	9.5	100.0	0.3	96.7	-6.0	-7.0	-21.0	0.0
Cc1nc2ccccc2n1CC(=O)NC(C)C1CC2CCC1C2 (stereo not given)	16	13	2.0	5.5	76.7	2.1	86.8	-3.0	-1.0	0.0	0.0
NC(=O)Cc1ccc(Nc2nnc(-c3ccccc3)c3ccccc23)cc1	11	11	-4.0	1.3	101.1	0.8	100.1	-4.0	-7.0	-6.0	-1.0
CCOC(=O)CC1=NN(c2ccccc2)C(=O)C1	15	9	-2.0	-5.8	u	-0.6	103.3	-1.0	1.0	-1.0	3.0
COCCNC(=O)COc1cccc(Oc2ccccc2)c1	21	19	-4.0	0.1	100.9	-2.3	102.3	-4.0	0.0	-2.0	-3.0
CC(=O)Nc1sc2c(c1C(c1ccc(Cl)cc1)N1CCOCC1)CCCC2 (stereo not given)	24	12	0.0	-0.5	101.5	0.5	98.5	-2.0	0.0	-1.0	-1.0
O=C(O)CCCNC(=O)c1cncc(O)c1	23	34	-12.0	-0.6	97.5	-0.2	97.6	-8.0	-4.0	-4.0	0.0
O=S(=O)(Cc1ccccc1)NCc1cccnc1	28	10	1.0	3.6	101.9	0.1	103.7	-1.0	3.0	-1.0	3.0
O=C(NCCCN1CCOCC1)C(=O)NCc1ccccc1Cl	10	11	-5.0	0.0	101.5	0.1	99.5	-3.0	0.0	0.0	0.0
COc1cc(COCC(O)CN2CCN(Cc3ccccc3)CC2)cc(OC)c1OC (stereo not given)	18	9	-6.0	-0.3	101.2	0.2	103.1	-1.0	0.0	-3.0	0.0
CC(NCc1cc(Br)ccc1OCC(=O)NCc1ccccc1)c1ccccc1 (stereo not given)	12	21	-7.0	0.4	91.6	1.4	90.7	-1.0	-1.0	-1.0	-1.0
CCN(CC)CCCN1C(=O)CSC1c1ccc([N+](=O)[O-])cc1 (stereo not given)	14	13	-9.0	-0.1	106.0	0.3	103.0	-2.0	-2.0	-3.0	-3.0
COCCCn1c(SCc2nnc(-c3ccc(OC)c(OC)c3)o2)nc2ccccc2c1=O	17	6	0.0	17.5	91.6	3.5	90.3	-1.0	-5.0	-7.0	-4.0
NC(=O)C1=C[C@@H](C2CCCCC2)C[C@@H](OCCCCO)O1	16	8	-3.0	2.9	103.0	0.3	101.8	0.0	1.0	-2.0	-1.0
CN1CCN(C(=O)c2ccc(Oc3ccc([N+](=O)[O-])cc3)cc2)CC1	17	11	5.0	0.8	99.3	0.0	99.7	-2.0	0.0	2.0	0.0

Three compounds picked at random from the list so far, as already listed:
SMILES	GSH fluor	Avidin bead fluor	Bfl-1 Bim block	ABCG2 inh	RGS7-Gao	ABCB1 inh	RGS4-Gao reg	Bim-Bcl-2	Bcl-XL Bim block	Bim-Bcl-B	Bim-Bcl-W
CN1CCN(C(=O)c2ccc(Oc3ccc([N+](=O)[O-])cc3)cc2)CC1	17	11	5.0	0.8	99.3	0.0	99.7	-2.0	0.0	2.0	0.0
COc1cc(COCC(O)CN2CCN(Cc3ccccc3)CC2)cc(OC)c1OC (stereo not given)	18	9	-6.0	-0.3	101.2	0.2	103.1	-1.0	0.0	-3.0	0.0
O=C(NCCCN1CCOCC1)C(=O)NCc1ccccc1Cl	10	11	-5.0	0.0	101.5	0.1	99.5	-3.0	0.0	0.0	0.0

Bioassay records from PubChem BioAssay.

Hits appear at their usual frequency, and some 1.3% of all compounds hit somewhere here.
